Bioassay records (PubChem)
PG9 binder – PG9 antibody binding by small molecule. 360,000 compounds, 0.43% hits. AID 624416. inhibition, % at 6.7 µM. TR-FRET gp120-PG9 antibody binding; in the data active means inhibition above about 8.5%
DAX1 inh-1 – blocks DAX1 repression of SF-1 activated StAR promoter | AID 652010 | HEK293T StAR-luciferase reporter, SF-1/DAX-1 repression relief | inhibition, % at 6.8 µM | 370,000 compounds, 1.1% hits;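 active means inhibition above the mean over all tested compounds plus 3 SD, cut at about 3.6% in these data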;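 further: 0% = DAX-1 cells with DMSO and 100% = cells lacking DAX-1 with DMSO; higher inhibition means more luminescence from relief of DAX-1 repression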
ssDAF12 agonist – S. stercoralis DAF-12 activation, primary screen; HEK293 ssDAF-12/GRIP1 lit1-tk-luc reporter, luminescence; % of 3 µM dafachronic acid response; activation, % at 6.8 µM; 370,000 compounds, 1% hits; AID 652126;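 active means activation above the mean over all tested compounds plus 3 SD, cut at about 0.9% in these data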;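 further: 0% = DMSO-only wells and 100% = 3 µM delta7-dafachronic acid wells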
hgDAF-12 ag – activates the H. glycines DAF-12 receptor ligand-binding domain; HEK293 GAL4-hgDAF12 UAS-luciferase reporter, agonist luminescence; normalized to butyrate control; activation, % at 6.8 µM; 370,000 compounds, 1.8% hits;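 active means activation above a cutoff set at the mean of all screened compounds plus 3 SD, cut at about 10% in these data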;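 further: 0% = DMSO wells and 100% = sodium butyrate wells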
DAX1 inh-2 – inhibitors of human orphan nuclear receptor DAX1 (NR0B1); 340,000 compounds, 0.99% hits; AID 504766; HEK293 Gal4-DAX1 luciferase reporter, luminescence; P51843; inhibition, % at 6.75 µM;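 active means inhibition above the mean over all tested compounds plus 3 SD, cut at about 4.2% in these data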;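 further: 0% = DAX1-transfected cells with DMSO and 100% = empty-vector control cells with DMSO; inhibition shows as a rise in luminescence from relieved DAX1 repression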
Target sequence (P51843 207-470 limits assumed): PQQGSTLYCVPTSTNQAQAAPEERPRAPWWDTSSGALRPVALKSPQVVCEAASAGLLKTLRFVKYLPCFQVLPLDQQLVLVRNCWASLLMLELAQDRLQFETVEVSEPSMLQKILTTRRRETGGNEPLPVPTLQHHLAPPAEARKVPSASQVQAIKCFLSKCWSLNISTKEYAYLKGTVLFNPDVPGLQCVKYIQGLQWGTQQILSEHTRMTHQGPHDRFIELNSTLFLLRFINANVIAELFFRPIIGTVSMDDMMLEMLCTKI
ADAM17 inh – ADAM17 inhibition, QFRET primary screen; P78536; recombinant ADAM17, EDANS/DABCYL FRET peptide cleavage; inhibition, % at 6.95 µM; 370,000 compounds, 0.83% hits; AID 720648;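 active means inhibition above the mean of compounds lying between control limits plus 3 SD, set per campaign, cut at about 8.5% in these data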;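 further: 0% = DMSO-only wells as the low control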
Target sequence (P78536 215-824 limits assumed): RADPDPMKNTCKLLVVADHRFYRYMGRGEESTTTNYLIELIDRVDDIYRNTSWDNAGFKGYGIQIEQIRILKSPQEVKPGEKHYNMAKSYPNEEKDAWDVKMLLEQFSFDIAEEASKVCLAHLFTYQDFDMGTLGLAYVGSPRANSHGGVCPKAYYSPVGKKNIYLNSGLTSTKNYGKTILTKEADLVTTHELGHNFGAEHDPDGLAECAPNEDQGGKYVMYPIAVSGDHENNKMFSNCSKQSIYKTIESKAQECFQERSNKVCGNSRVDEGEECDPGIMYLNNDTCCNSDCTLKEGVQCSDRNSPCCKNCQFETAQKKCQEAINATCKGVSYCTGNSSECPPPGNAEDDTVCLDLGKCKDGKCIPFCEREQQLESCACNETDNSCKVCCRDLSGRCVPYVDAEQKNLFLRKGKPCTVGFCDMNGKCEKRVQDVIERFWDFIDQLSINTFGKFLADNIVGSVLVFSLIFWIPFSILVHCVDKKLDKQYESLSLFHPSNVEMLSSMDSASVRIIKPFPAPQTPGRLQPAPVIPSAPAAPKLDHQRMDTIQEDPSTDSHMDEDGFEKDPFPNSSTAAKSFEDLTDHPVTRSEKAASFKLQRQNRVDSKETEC
SMARCA2 activ – activators of SMARCA2 function. 370,000 compounds, 1% hits. AID 652017. activation, % at 9.1 µM. MG213 cells, MMTV-luciferase reporter, dexamethasone, overnight; in the data active means activation above about 7.8%;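 further: 0% = vehicle wells and 100% = reference activator wells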
hcDAF12 agonist – activators of H. contortus DAF-12 nuclear receptor; 370,000 compounds, 1.4% hits; activation, % at 6.8 µM; HEK293 hcDAF-12 lit1-tk-luc reporter, luminescence; 0% DMSO, 100% Δ7-dafachronic acid;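 active means activation above the mean of all tested compounds plus 3 SD, cut at about 5.5% in these data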;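 further: 100% = response to 3 µM Δ7-dafachronic acid high control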
GAA850 FXN act – increases GAA850 frataxin promoter reporter activity. activation, % at 6 µM. 360,000 compounds, 0.56% hits. AID 540364. HEK293 lucGAA850 FXN promoter luciferase reporter, 24 h; percent of 10 µM SAHA response;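 active means activation above the average of all compounds screened plus 3 SD, cutoff fixed separately per campaign, cut at about 7.5% in these data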;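 further: 0% = DMSO wells and 100% = 10 µM SAHA wells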
ADAM10 inh – ADAM10 inhibition, QFRET primary screen | O14672 | recombinant ADAM10, EDANS/DABCYL FRET peptide cleavage, 3 h | inhibition, % at 7 µM | 370,000 compounds, 0.62% hits;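 active means inhibition above a per-campaign cutoff equal to the mean of compounds falling between control-based bounds plus 3 SD, cut at about 20% in these data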;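 further: 0% = DMSO wells while the 100% control is not disclosed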
GC-A act – GC-A (human) enzyme activation; activation, % at 10 µM; AID 1671463; 370,000 compounds, 0.14% hits; HEK293 GC-A cells, cGMP TR-FRET, EC30 ANP; 0% at EC30 ANP, 100% saturating ANP; in the data active means activation above about 40%
Numbers without * were called inactive; . = not tested or not shown.

SMILES	PG9 binder	DAX1 inh-1	ssDAF12 agonist	hgDAF-12 ag	DAX1 inh-2	ADAM17 inh	SMARCA2 activ	hcDAF12 agonist	GAA850 FXN act	ADAM10 inh	GC-A act
CN(C)S(=O)(=O)N(CC(=O)NCCSCc1ccccc1)c1ccccc1	-2.4	0.2	-0.7	6.2	-0.3	6	-2	-1.0	3.2	11	-3
O=C1C(=Cc2ccc(Cl)cc2)Cc2ccccc21	0.5	0.7	0.1	3.3	.	-7	-3	4.1	.	-14	-21
CCc1ccc(NC(=O)CSC2=C(C#N)C(c3ccc4c(c3)OCO4)CC(=O)N2)cc1 (stereo not given)	1.2	-1.2	-0.4	-1.3	-1.0	5	-1	-1.4	-0.5	16	0
C/C=C/CSc1nc2c(c(=O)[nH]c(=O)n2C)n1CCC	-1.9	0.6	-1.7	-1.5	0.1	-5	-1	1.1	3.9	-3	3
Cc1cccc(C)c1N(CC(=O)NC1CCCCC1)C(=O)c1csnn1	-0.6	0.1	0.1	-0.6	-0.4	5	-3	1.9	-0.2	-12	5
COC(=O)c1ccc2c(=O)n(Cc3ccc(C(=O)NC(C)C)cc3)c(=S)[nH]c2c1	-1.0	0.1	-2.0	0.5	0.4	-3	2	0.3	0.2	3	0
CCOc1cc(S(=O)(=O)NC2CC2)c(OCC)cc1-n1cnnn1	0.1	1.2	-1.0	-0.7	1.2	-77	-1	-1.4	-1.1	-232	2
CCC(=O)N(Cc1ccc(S(N)(=O)=O)cc1)C1CC(=O)N(c2ccccc2)C1=O (stereo not given)	-0.9	0.5	-1.3	-1.7	-0.2	0	0	-1.6	0.9	2	1
CC(C)(O)/C=C1/Oc2ccccc2C1N1CCCCC1 (stereo not given)	-0.4	0.4	-0.9	-2.1	0.5	-4	1	-0.9	-2.7	-11	-2
COCCCn1c(SCC(=O)O)nc2cc(OC)c(OC)cc2c1=N	0.4	0.9	-0.3	-0.1	.	-15	-2	0.6	0.6	-41	0
CCn1c(=O)c(=O)[nH]c2c(=O)oc3ccc(S(=O)(=O)Nc4ccccc4)cc3c21	1.2	-0.2	-0.6	0.1	-0.2	-4	1	-2.3	0.9	-3	-11
O=C(O)/C(=C1\OC(=O)c2ccccc21)c1ccccc1	1.9	-0.2	-0.9	1.2	-0.6	-3	1	0.6	-0.2	4	1
CC(=O)Nc1sc2c(c1C#N)CCN(Cc1ccccc1)C2	1.1	0.3	-1.1	0.8	1.0	-49	-1	-1.7	2.0	-156	2
CCc1ccccc1NC(=O)c1cccc(NC(=O)/C=C/c2ccco2)c1	-2.1	0.1	-0.4	0.7	-2.0	2	-2	-1.3	2.5	14	2
CCn1c(SC(C)C(=O)NC2CCCc3ccccc32)nnc1-c1cccs1 (stereo not given)	0.2	-0.6	-1.4	2.0	-1.3	-1	-2	0.3	1.7	-6	-5
COc1cc(NC(=O)CSc2nc3ccccc3n2-c2ccccc2)c(C)cc1[N+](=O)[O-]	-0.4	0.1	-1.1	0.1	0.3	2	-5	-2.6	1.8	-9	-3
CCCCN1CC(COCc2ccccc2)Oc2cccc(OCCN3C(=O)[C@@H]4[C@H](C3=O)C3C=C[C@H]4C3)c2S1(=O)=O (stereo not given in full)	1.9	-2.5	-1.2	-5.8	-2.8	13*	-6	-1.2	-11	26*	0
COc1ccc(CCC(=O)OCC(=O)N(CC(C)C)c2c(N)n(Cc3ccccc3)c(=O)[nH]c2=O)cc1	1.2	0.6	-1.2	3.4	-0.3	-9	-2	0.0	0.0	-6	2
COc1ccccc1N1CCN(C(=O)CSc2nc(-c3ccco3)cc(C(F)(F)F)n2)CC1	-1.6	0.3	-1.7	-0.5	1.7	0	-2	-0.2	-0.3	4	-19
COc1cc(C2=NOC(C(=O)N3CCCc4ccccc43)C2)cc(OC)c1OC (stereo not given)	0.6	0.2	-1.3	-0.6	1.3	-3	0	-1.2	0.1	3	2
CCCCN(C)C(=O)c1c[nH]c2ccc(S(=O)(=O)N3CCOCC3)cc2c1=O	0.6	0.3	-1.3	-1.3	-0.6	-49	4	-2.2	1.0	-158	3
CC1CCC(C(=O)NNC(=O)c2cc(-c3ccco3)[nH]n2)CC1 (stereo not given)	-0.4	0.4	-1.6	-0.1	-0.9	-4	-5	-1.3	0.7	-9	14
COc1ccc(F)cc1C(=O)C1CCCN(C(=O)c2ccccc2N(C)C)C1 (stereo not given)	-0.1	-1.1	-1.6	-1.8	-0.1	0	-1	-1.9	1.5	1	-9
COc1ccc(CCN2CC(C(=O)OCc3ccccc3Cl)CC2=O)cc1OC (stereo not given)	1.8	0.5	-1.0	1.2	-1.3	2	1	-0.9	1.0	1	-3
CCc1noc(C)c1C(=O)OCC(=O)Nc1ccc(F)cc1Cl	-3.5	-0.8	-1.3	-0.2	-0.2	2	6	0.9	1.7	4	-3
N=c1sccn1CC(=O)Nc1cccc2ccccc12	-0.3	0.7	-0.6	0.0	0.1	1	1	1.1	2.0	-7	0
Cc1ccc(Oc2nc3ccccn3c(=O)c2/C=C(\C#N)C(=O)NC2CCS(=O)(=O)C2)cc1 (stereo not given)	-1.5	-0.5	-0.9	-2.1	-0.8	-61	6	1.8	0.0	-148	1
O=C(CCCN1C(=O)c2ccccc2C1=O)NCc1ccc(F)cc1	1.1	-0.6	-1.4	2.0	1.3	-5	2	-0.7	0.3	-5	0
CCOC(=O)N1CCN(c2ccc(Cl)cc2)CC1	-2.7	0.4	-1.3	-1.4	0.4	3	-1	-3.5	2.3	2	-3
O=S(=O)(Cc1ccccc1)N1CCNCC1	-1.7	0.1	-1.0	0.0	-0.2	-1	-1	-1.3	1.4	5	-1
Cc1cc(C)c(C#N)c(N2CCCC2)n1	-0.1	0.4	-1.6	0.5	-0.9	-20	-1	0.6	3.3	-71	3
CCN(CC(=O)Nc1ccc(NC(C)=O)cc1)C(=O)c1ccc2c(c1)OCCO2	0.7	-0.6	-0.5	-0.8	0.4	1	-2	-0.5	1.8	1	-3
COc1ccc(F)cc1-c1cc(C(C)=O)c2n(c1=O)CCC2	.	-0.1	-0.6	0.9	.	-4	-2	-1.3	.	2	2
COc1cc(NC(=O)CCc2nnc3ccc(N4CCN(C)CC4)nn23)cc(OC)c1	-0.8	0.4	-0.4	1.0	-0.1	-6	3	0.4	1.5	3	1
COc1cccc2c1OC1(CCN(C(C)C)CC1)N1N=C(c3cccnc3)CC21 (stereo not given)	-2.6	0.1	-0.6	8.1	6.8*	-2	4	0.5	0.6	-1	-1
COC(=O)[C@]12CCCCC=C1N(Cc1ccco1)C(=O)[C@H](CC(=O)NCc1cccc3ccccc13)C2	-0.2	-0.5	-1.2	-1.9	.	2	-4	-0.7	.	-6	-1
COC(=O)[C@]12C[C@H](CC(=O)NCc3ccc(C)o3)C(=O)N(Cc3cccc4ccccc34)C1=C[C@H](C(C)C)O[C@@H]2C1CC1	.	-1.8	-0.8	-0.1	.	11*	-4	-0.2	.	19	-9
O=C(Nc1cc(Cl)ccc1Oc1ccccc1)c1ccccc1F	-2.0	-1.0	-1.4	-1.1	-0.5	3	8.9*	-1.8	0.7	2	1
COc1cc(S(=O)(=O)n2cnc(C)c2)ccc1Cl	2.1	0.5	0.6	-0.6	0.2	-2	-1	-0.1	0.9	-1	3
CCCc1nc2c3ccccc3ccn2c1Cc1ccccc1C(F)(F)F	-0.7	0.8	1.3*	2.2	.	-12	-4	5.1	.	-25	-2
COC(=O)C1=CCCCC(O)=C1C(=O)OC	-3.0	-0.8	-1.2	0.4	0.2	1	-8	-1.3	-0.3	-22	-2
COc1ccc(C(=O)C[n+]2cccc(C(N)=O)c2)cc1	-1.7	-0.2	-0.6	3.1	0.3	-5	-3	1.3	-0.2	3	3
Clc1ccc(Nc2nc3ccccc3n3nnnc23)cc1	-3.0	0.4	-0.3	1.5	0.6	2	0	2.4	1.5	-3	-11
Cc1cc(NC(=O)CCC(=O)N(CCc2ccccc2)C(C(=O)NC2CCCC2)c2ccco2)no1 (stereo not given)	0.4	-0.6	-1.1	1.5	1.3	-4	-2	-0.3	5.6	-6	-4
Cc1ccccc1NC(=O)C1c2ccccc2Oc2ccccc21	-0.6	0.4	-1.1	-0.2	-0.2	-3	0	0.6	0.5	4	-4
CCCC(=O)Nc1nnc(SCC(=O)Nc2ccc3c(c2)OCCO3)s1	0.1	0.2	1.5*	-1.9	0.3	2	-2	-2.2	-0.7	1	-1
Cc1ccc(OCC(=O)N2CCN(S(=O)(=O)c3ccccc3[N+](=O)[O-])CC2)cc1	-1.3	0.3	-2.0	0.5	0.6	2	-3	-0.6	0.1	13	-7
